High-throughput results (PubChem)
CCR6 antagonist – antagonists of human CCR6 receptor | CHO-K1 CCR6 PathHunter beta-arrestin, luminescence, CCL20-stimulated | inhibition, % at 20 µM | 340,000 tested, 0.49% active | AID 493098 | P51684;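 active means compounds whose inhibition of the agonist-driven luminescence signal at 20 µM reaches about 50%, limit read from the data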;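 further: cells stimulated with CCL20 at 14 nM final; plate controls were DMSO with CCL20 for no effect and DMSO without agonist for full effect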
Target sequence (P51684 whole entry, looked up): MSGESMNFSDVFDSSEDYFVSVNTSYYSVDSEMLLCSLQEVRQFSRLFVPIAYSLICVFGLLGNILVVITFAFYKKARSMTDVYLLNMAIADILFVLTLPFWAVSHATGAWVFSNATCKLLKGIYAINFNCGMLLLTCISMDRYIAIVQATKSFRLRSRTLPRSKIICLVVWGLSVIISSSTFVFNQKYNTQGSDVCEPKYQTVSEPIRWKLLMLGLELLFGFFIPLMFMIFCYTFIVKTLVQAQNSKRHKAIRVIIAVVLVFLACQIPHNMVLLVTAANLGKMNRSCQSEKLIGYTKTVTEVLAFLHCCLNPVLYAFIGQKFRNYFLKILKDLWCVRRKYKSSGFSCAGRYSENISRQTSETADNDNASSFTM
EBI2 block – antagonists of human EBI2 receptor; P32249; EBI2 beta-arrestin recruitment, luminescence, 7a,25-OHC stimulated; inhibition, % at 5 µM; 360,000 tested, 0.81% active; AID 651636; in the data active means inhibition above about 38%;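 further: enzyme fragment complementation signal reports receptor beta-arrestin coupling in cells; 0% = agonist plus DMSO wells and 100% = wells without agonist; some results beyond the cut were filed as inactive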
Target sequence (P32249 whole entry, looked up, the tested form may be a part): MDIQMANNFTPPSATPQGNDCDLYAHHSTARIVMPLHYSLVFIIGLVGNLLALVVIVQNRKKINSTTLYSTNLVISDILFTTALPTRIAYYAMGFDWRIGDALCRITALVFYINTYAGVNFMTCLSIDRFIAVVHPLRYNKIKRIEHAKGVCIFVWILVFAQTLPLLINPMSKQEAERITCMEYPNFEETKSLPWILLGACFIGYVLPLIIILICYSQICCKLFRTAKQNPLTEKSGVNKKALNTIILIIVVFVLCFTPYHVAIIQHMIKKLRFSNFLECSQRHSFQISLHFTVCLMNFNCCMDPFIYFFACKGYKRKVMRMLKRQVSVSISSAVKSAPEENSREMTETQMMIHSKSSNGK
UBC13 polyUb – inhibitors of human UBC13 polyubiquitin chain formation; P61088; TR-FRET; inhibition, % at 20 µM; 330,000 tested, 0.47% active; in the data active means inhibition above about 45%, passing the limit was not always enough; inconclusive means no clear call, values can overlap the other calls
Target sequence (P61088 whole entry, looked up): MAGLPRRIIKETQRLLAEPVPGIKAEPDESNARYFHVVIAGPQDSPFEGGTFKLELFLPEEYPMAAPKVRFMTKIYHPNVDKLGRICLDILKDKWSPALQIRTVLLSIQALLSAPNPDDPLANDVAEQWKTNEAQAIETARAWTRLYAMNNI
Gli-Sufu antag – antagonists of Gli-Sufu signaling; Sufu-KO-LIGHT fibroblasts, Gli luciferase reporter luminescence; inhibition, % at 5 µM; 340,000 tested, 0.74% active; AID 588413;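 active means inhibition above about 55%, limit read from the data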;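 further: 0% = DMSO-treated cells and 100% = wells with medium but no cells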
Apaf-1 inh – inhibitors of human Apaf-1 apoptosome; 330,000 tested, 0.71% active; inhibition, % at 20 µM; reconstituted apoptosome caspase-3 activity, DEVD-Rh110 fluorescence; active means inhibition of at least 40% at 20 µM;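 further: plate controls were DMSO wells for no effect and DEVD-CHO caspase inhibitor wells for full effect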
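Material: reconstituted apoptosome with Apaf-1, cytochrome c, caspase-9, procaspase-3, dATP. Technique: Rh110 fluorescence intensity. Buffer or medium: pH 7.5 Hepes buffer with CHAPS, BSA, DTT. Times: 30 min plus 50 min, RT.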
SENP8 block – blocks the human protease SENP8; Q96LD8; purified SENP8, Z-RLRGG-aminoluciferin cleavage, luminescence; inhibition, % at 10 µM; 330,000 tested, 1.2% active
697 NFkB inh – lowers PMA/ionomycin-induced NF-kB signal in 697 B cells; 697 B-cell NF-kB luciferase reporter, 16 h; inhibition, % at 4 µM; 330,000 tested, 0.33% active; in the data active means inhibition above about 35%
Jurkat NFkB inh – inhibitors of the PMA/ionomycin-induced NF-kB reporter in Jurkat cells; inhibition, % at 4 µM; AID 435003; PMA/ionomycin-induced NF-kB luciferase reporter, luminescence; 330,000 tested, 0.53% active
* hit, by the source's call; ? = inconclusive; nt = not tested or not shown. Unless noted, no stated cut-off is given here; in the data, active means inhibition above about 50%; inactive means the rest.

compound	697 NFkB inh	CCR6 antagonist	SENP8 block	Apaf-1 inh	UBC13 polyUb	EBI2 block	Jurkat NFkB inh	Gli-Sufu antag
Cc1ccc(NC(=O)COC(=O)Cn2nc(C)c([N+](=O)[O-])c2C)c([N+](=O)[O-])c1	13.4	11.7	-0.6	6.0	-1.0	0.7	5.4	-8.6
Cc1cccc(NC(=O)CCSc2nc(C)cc(C)n2)c1	9.4	-7.3	-10.8	0.2	12.3	-1.2	4.1	-9.8
Cc1nnc2n1N=CC=C(C(C)(C)C)S2	3.0	-10.2	9.1	1.9	5.9	2.9	-1.4	-3.1
Cc1ccc(OCC(=O)NNC(=S)NCc2ccccc2)cc1	-13.8	-10.6	-6.9	8.5	2.3	4.7	-12.2	-4.9
CC[n+]1ccc(C)c2cc(S(=O)C(F)(F)F)ccc21 (centres undefined)	-31.1	-0.3	-6.1	8.2	-11.2	-11.6	7.2	4.8
Cc1ccc(S(=O)(=O)/N=C(\N)Nc2nc(C)c3cc(C)ccc3n2)cc1	6.7	-4.8	1.8	7.0	13.7	-4.0	5.3	-9.0
O=c1c2[nH]c3cccc(Cl)c3c2ncn1Cc1ccncc1	-24.5	-6.9	1.8	10.9	-2.2	1.5	-23.6	-4.0
COc1cccc(NC(=O)CSc2nnc(-c3cc(C)n(-c4ccccc4)c3C)o2)c1	70.8*	22.1	11.7	7.6	5.9	11.9	-5.8	52.7
CCS(=O)(=O)N1CCc2cc(OC)c(OC)cc2C1	-7.1	0.7	0.5	11.5	7.4	-2.2	-7.2	-1.9
O=C1N(Cc2cccnc2)C[C@@H]2C[C@@H](c3cccc(OCc4ccccc4)c3)N3CCC[C@@]123	-2.6	17.6	-9.6	9.7	0.3	-2.6	-10.6	23.1
Cc1cc(C)c(NC(=S)NC(=O)c2c(Cl)c(C)nn2C)c([N+](=O)[O-])c1	-8.8	34.1	1.7	4.9	4.5	16.7	11.6	-0.9
COC(=O)N/N=C(\C)c1cccc(C(F)(F)F)c1	14.6	-3.1	-2.7	1.3	8.0	-1.1	-10.9	-6.7
Cc1ccc(OCCn2c(=O)cnc3ccccc32)cc1	-10.1	-1.0	-8.8	0.4	37.6	7.6	2.8	12.3
CC(OC(=O)CN1C(=O)COc2ccccc21)C(=O)NCc1ccc(F)cc1 (centres undefined)	11.5	10.1	0.1	1.6	1.2	2.1	-0.5	-10.8
COc1ccc(NC(=O)c2ccc(-n3cncn3)c([N+](=O)[O-])c2)cc1OC	0.7	4.9	-1.9	1.8	0.0	-0.5	-3.8	0.9

Later entries
compound	697 NFkB inh	CCR6 antagonist	SENP8 block	Apaf-1 inh	UBC13 polyUb	EBI2 block	Jurkat NFkB inh	Gli-Sufu antag
Cc1ccc(C(=O)O)cc1S(=O)(=O)N1CCCC1	-5.0	-11.9	7.2	-5.8	5.8	-3.2	3.1	2.0
Nc1nnc2c(n1)CCCC2	-4.9	-12.2	49.5	82.8*	-21.5	-6.1	-0.3	1.0
CCN(CC)CC(O)Cn1c(-c2ccccc2Cl)nc2ccccc21 (centres undefined)	9.5	2.5	10.6	-11.1	5.0	6.2	5.3	0.1
CCCCNCCCOc1cccc(Cl)c1	16.7	-15.2	1.0	-12.0	2.6	4.0	16.8	8.3
COc1ccc(-c2c(C)n([O-])c3c([n+]2=O)CCCC3)c(OC)c1	1.3	-2.4	2.7	-15.8	0.3	-9.9	14.2	4.1
CC(C)Oc1ccc(/C(O)=C2/C(=O)C(=O)N(CCN3CCNCC3)C2c2cccc([N+](=O)[O-])c2)cc1 (centres undefined)	-10.7	-6.3	8.0	-7.3	-9.9	12.8	-11.9	-13.3
COc1ccc(C2=NO[C@@H]3C(=O)N(Cc4ccccc4)C(=O)[C@H]23)c(OC)c1	15.2	-4.0	-1.5	0.9	0.3	-8.7	9.8	3.6
O=C(O)CN1C(=O)C(=O)N(Cc2c(F)cccc2Cl)C1=O	-13.4	4.2	4.3	10.2	-9.3	-15.9	-26.2	4.2
CN1CCN(C(=O)CN(C)S(=O)(=O)c2ccc(F)cc2)CC1	-0.1	6.4	8.0	-0.2	6.6	-5.4	16.2	19.1
Cc1nc(SCCC(=O)O)c2ccccc2n1	0.2	7.7	4.4	-16.6	?	-16.9	-0.8	-0.6
CC1CCCCN1c1ncnc2ccccc12 (centres undefined)	-60.1	17.1	-4.5	-1.5	2.1	-5.6	22.7	21.5
COc1cccc(Oc2cn[nH]c2-c2ccc(OCC(=O)NN)cc2O)c1	-2.5	4.4	-3.5	16.9	21.6	6.5	-22.4	-4.2
Clc1cccc(-c2nc(-c3ccccn3)no2)c1	-112.2	-3.9	92.4*	8.9	4.4	-9.3	-14.2	-20.9
Cc1ccc(C2NC(=NCc3ccccc3)Nc3nc(C)cc(=O)n32)cc1 (centres undefined)	7.2	1.6	-0.7	4.0	-2.1	2.2	11.7	2.2
COc1ccc(NC(=O)C(=O)NCC(c2ccco2)N2CCc3ccccc3C2)cc1 (centres undefined)	19.1	16.1	0.6	14.9	-1.9	13.9	5.5	18.1

Entries listed so far shown as hits in 697 NFkB inh:
| canonical_smiles | 697 NFkB inh | CCR6 antagonist | UBC13 polyUb | EBI2 block | Jurkat NFkB inh |
| --- | --- | --- | --- | --- | --- |
| COc1cccc(NC(=O)CSc2nnc(-c3cc(C)n(-c4ccccc4)c3C)o2)c1 | 70.8* | 22.1 | 5.9 | 11.9 | -5.8 |

Continuation.
compound	697 NFkB inh	CCR6 antagonist	SENP8 block	Apaf-1 inh	UBC13 polyUb	EBI2 block	Jurkat NFkB inh	Gli-Sufu antag
CCOc1ccc2[nH]c(=O)c(CN(CCc3ccccc3)C(=O)c3cnccn3)cc2c1	6.0	-4.3	8.6	9.7	-4.3	-3.0	1.5	8.2
Nc1nn2c(C(F)(F)F)cc(=O)[nH]c2c1N=Nc1cccc(F)c1	-1.5	20.0	-2.3	0.5	-12.9	2.1	-16.9	3.1
COc1ccc(N2CCN(C(=O)COc3ncnc4ccccc34)CC2)cc1	0.6	-9.4	-5.2	-8.7	-5.9	1.1	7.8	-2.1
Cn1nnnc1SCC(=O)NCc1ccc2c(c1)OCO2	14.1	15.9	0.0	-6.9	3.5	-8.9	-3.1	-3.2
COc1cccc(OC)c1C(=O)NC(=S)NCc1cccnc1	-5.5	-3.6	-11.0	3.6	-10.4	0.1	14.9	3.4
O=C(CCSc1ccccc1)N1CCN(c2ccccc2)CC1	-42.2	20.0	-1.5	15.4	-3.1	-1.4	-35.1	-46.3
Cn1c(CNc2ccc(O)cc2)nc2ccccc21	-26.9	-2.7	7.5	-0.6	-1.3	5.0	-8.7	-4.1
CCCCCCCC(=O)N/N=C(/C)c1c(O)cc(C)oc1=O	12.8	-12.6	1.6	-12.2	7.2	1.1	1.5	2.3
COc1cc(Nc2c3c(nc4ccccc24)CCCC3)cc(OC)c1OC	22.4	18.7	-2.3	-9.5	-4.6	-3.7	33.4	22.4
Cc1ncc(CSc2nnnn2-c2ccccc2)c(N)n1	10.0	-2.9	-3.6	-23.5	3.8	-8.5	8.6	7.0
O=C(CSc1ncn[nH]1)OCN1C(=O)c2ccccc2C1=O	-8.2	5.2	1.4	-5.3	1.2	-4.1	5.9	2.9
O=C1c2ccccc2NC(c2cccc(O)c2)N1Cc1ccco1 (centres undefined)	-49.0	9.6	-2.4	13.1	16.6	1.5	-4.2	3.2
CC(C)=C(NC(=O)c1ccccc1)C(=O)NCCc1nc2ccccc2[nH]1	-6.6	11.0	-7.6	-6.6	6.0	-3.4	10.7	8.2
CN(CC(=O)Nc1ccccc1Br)C(=O)c1ccccc1OCc1ccc(F)cc1	19.5	13.1	1.4	9.5	8.2	9.7	10.3	5.0
COc1cccc(N2CC(O)=C(c3nc4ccccc4c(=O)[nH]3)C2=N)c1	-13.5	11.8	-1.0	13.0	3.0	-0.8	35.5	2.6

Further compounds follow:
compound	697 NFkB inh	CCR6 antagonist	SENP8 block	Apaf-1 inh	UBC13 polyUb	EBI2 block	Jurkat NFkB inh	Gli-Sufu antag
CN(CC(=O)NCCc1ccccc1)S(=O)(=O)c1cccs1	6.7	-6.4	1.2	-7.8	-4.1	-7.8	-21.6	-26.8
Nc1nc2n(n1)C(c1ccco1)CC(c1ccccc1)N2 (centres undefined)	5.8	10.2	2.0	-5.9	1.9	-3.8	3.3	-2.3
CCOc1ccc(NC(=O)c2sc3nc(N4CCOCC4)c4c(c3c2N)CC(C)(C)OC4)cc1	13.5	8.9	-3.8	3.4	32.5	4.8	9.3	-5.6
CC(C)c1ccc(NC(=O)C2C3C=CC4(O3)C2C(=O)N(CCCN2CCCCC2)C4C(=O)NC2CCCCC2)cc1 (centres undefined)	3.1	6.5	-4.2	3.0	3.2	5.9	7.1	18.9
CCc1nnc(NS(=O)(=O)c2ccc(NC(=O)COc3ccc4ccccc4c3)cc2)s1	6.1	1.0	15.2	17.9	-10.0	-13.7	-3.4	9.8
Cc1onc(-c2ccccc2)c1C(=O)N1CCN(C(=O)c2ccco2)CC1	-9.1	-13.8	-2.9	10.9	-10.5	-3.2	-21.0	-1.0
CCCn1cnc2scc(-c3ccc(C)cc3)c2c1=O	-1.1	-3.5	-0.5	-9.0	6.1	1.8	-3.8	0.1
COc1ccc(C(=O)NNC(=O)C2(C)CC2(Br)Br)cc1 (centres undefined)	-18.7	12.8	1.1	4.3	-2.6	5.7	-14.4	-35.7
Cc1cccc(-n2c(SCc3cc(=O)n4c(C)cccc4n3)nc3[nH]ncc3c2=O)c1	-4.6	nt	2.6	-16.5	-3.5	nt	3.6	nt
Cc1ccnc2nc(C(=O)OCC(=O)c3ccc(Cl)cc3)nn12	13.8	12.7	-6.3	25.6	-19.4	-5.8	8.6	2.1
COc1ccc(NC(=O)CSc2nc3ccccc3c(=O)n2CCCN2CCOCC2)c(OC)c1	-27.8	3.3	-8.6	0.4	1.7	4.4	-9.0	25.9
O=C(Nc1nnc(SCC(=O)N2CCCCC2)s1)c1cccs1	-8.3	-1.9	-1.6	-1.7	-1.2	-1.9	7.6	-1.1
CC(C)(Cc1ccc(O)cc1)NC(=O)c1ccccc1	0.7	5.5	-9.7	-11.7	-5.9	6.7	1.3	-12.7
CCN(CC(=O)NCc1ccc(Cl)cc1)C(=O)c1ccc2cc(OC)ccc2c1	-4.6	17.5	3.3	15.9	-4.8	68.3*	-4.8	19.0
C=CCn1nc2ccccc2c1OC	-4.4	-3.5	0.3	-2.0	3.7	-14.9	9.7	-10.5

New compounds follow:
compound	697 NFkB inh	CCR6 antagonist	SENP8 block	Apaf-1 inh	UBC13 polyUb	EBI2 block	Jurkat NFkB inh	Gli-Sufu antag
CCOc1ccccc1/C=N/N1CCN(Cc2ccccc2)CC1	-1.4	-1.9	-9.1	11.5	-3.7	-7.7	-10.0	-11.1
COc1ccc(C(=O)c2c(-c3ccc(OC)cc3)oc3ccccc23)cc1	8.4	23.2	4.8	6.2	?	14.1	6.2	-1.7
Cc1cccc(CC2SC(N)=NC2=O)c1 (centres undefined)	17.4	-5.3	7.5	-2.2	4.9	-12.0	1.5	0.9
COc1cccc(N2[C@@H](CC(=O)O)c3ccccc3S2(=O)=O)c1	9.0	9.6	-15.6	-2.0	-11.8	-10.0	17.3	20.8
CC(C)COc1ccc(-c2nnn(CC(=O)N3CCCC3)n2)cc1	13.6	-14.9	0.8	14.5	-1.1	0.2	-13.6	-25.9
O=C1CSC(c2cn(-c3ccccc3)nc2-c2cccs2)N1Cc1ccccc1 (centres undefined)	10.4	nt	4.1	9.7	-0.8	nt	14.3	nt
CCOC(=O)C1CCN(C(=O)COc2ccc3c(c2)OCO3)CC1	19.8	-18.0	2.7	-0.3	-5.4	9.4	18.9	36.3
CCCCc1nc2cc(C(=O)NCc3ccccn3)ccc2o1	5.6	0.8	-12.3	-1.6	3.2	-9.1	9.4	-17.1
Clc1ccc(/C=N/c2c(-c3ccco3)nc3ccccn23)cc1	19.0	1.6	-1.0	6.4	11.1	-6.3	16.3	-29.1

3 entries from above, ordered by their value in Jurkat NFkB inh, falling:
molecule	Jurkat NFkB inh
CCOC(=O)C1CCN(C(=O)COc2ccc3c(c2)OCO3)CC1	18.9
COc1cccc(N2[C@@H](CC(=O)O)c3ccccc3S2(=O)=O)c1	17.3
CCCCc1nc2cc(C(=O)NCc3ccccn3)ccc2o1	9.4

An excerpt, so the mix of outcomes need not match the whole.
